Bioassay records (PubChem)
Tn6 DDE FP – inhibitors of Tn6 peptide binding to fibrin DD(E), primary screen, biochemical, fluorescence polarization, human fibrin, Tn6 probe. 0.21% of 370,000 active. Fibrinogen beta chain (Homo sapiens), P02675. Fibrin DD(E) TRITC-Tn6 fluorescence polarization displacement. inhibition, % at 8.3 µM;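 active means inhibition above a per-campaign cutoff: mean of compounds within control limits plus 3 SD, cut at about 15% in these data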;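 further: 0% = median of all compound wells on the plate and 100% = blocking peptide control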
ADAM10 inh – human ADAM10 inhibitors, primary screen, biochemical, QFRET, HTS | Disintegrin and metalloproteinase domain-containing protein 10 (Homo sapiens), O14672 | recombinant ADAM10, EDANS/DABCYL FRET peptide cleavage, 3 h | inhibition, % at 7 µM | 0.62% of 370,000 active | AID 720582, 2013;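 active means inhibition above a per-campaign cutoff equal to the mean of compounds falling between control-based bounds plus 3 SD, cut at about 20% in these data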;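 further: 0% = DMSO wells while the 100% control is not disclosed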
TDP2 inh – human TDP2 enzyme inhibitors, primary screen, biochemical, epi absorbance, recombinant enzyme; Tyrosyl-DNA phosphodiesterase 2 (Homo sapiens), O95551; T5PNP hydrolysis, p-nitrophenol absorbance 415 nm; inhibition, % at 12.8 µM; 0.34% of 370,000 active; AID 720702, 2013;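 active means inhibition above the mean of all tested compounds plus 3 SD, set per campaign, cut at about 25% in these data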;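 further: 0% = DMSO with enzyme and 100% = buffer with substrate but no TDP2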
Target sequence (O95551 whole entry, looked up): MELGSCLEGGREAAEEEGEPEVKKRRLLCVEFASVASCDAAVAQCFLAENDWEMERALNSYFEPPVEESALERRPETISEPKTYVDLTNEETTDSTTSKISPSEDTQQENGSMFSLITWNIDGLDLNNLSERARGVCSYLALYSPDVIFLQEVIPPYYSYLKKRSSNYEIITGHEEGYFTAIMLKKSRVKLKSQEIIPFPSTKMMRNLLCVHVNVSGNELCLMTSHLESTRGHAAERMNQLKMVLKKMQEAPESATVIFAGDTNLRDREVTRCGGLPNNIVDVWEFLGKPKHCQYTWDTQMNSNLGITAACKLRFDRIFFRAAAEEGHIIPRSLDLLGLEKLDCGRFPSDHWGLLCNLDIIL
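Evaluation: % inhibition relative to enzyme-containing and enzyme-free wells. Material: recombinant human TDP2. Benchmarks: enzyme-free and DMSO wells. Timing: enzyme reaction with compound for 2 h at 37 °C. Compound dosing: 12.8 µM only. Measured by: p-Nitrophenol epi absorbance. Reagent: T5PNP substrate at 5 mM, a TopII-DNA adduct mimic. Replication: single well per compound.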
ARFGAP1 inhibitor – inhibitors of rat ARFGAP1 GAP activity, primary screen, biochemical, fluorescence polarization, GDP tracer; 0.26% of 360,000 active; AID 651572, 2012; Arfgap1-stimulated ARF1 GTP hydrolysis, GDP FP detection; inhibition, % at 16.5 µM; ADP-ribosylation factor GTPase-activating protein 1 (Rattus norvegicus), Q62848;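 active means inhibition above a per-plate limit, mean inhibition of low control wells plus 3 SD, cut at about 25% in these data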;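 further: 0% = DMSO wells with enzyme and 100% = wells lacking Arfgap1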
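Assay system: purified rat His6-Arfgap1 residues 1-136 (GAP domain); Reagent: human Δ17 ARF1 bound to GTP; Dosing: 16.5 µM single point, 1.26% DMSO; Times: GTP hydrolysis reaction 2 h at 25 °C; Signal: FP, GDP Alexa 633 tracer displaced from anti-GDP antibody, 620/688 nm; Measure: % inhibition from polarization.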
ADAM17 inh – ADAM17 inhibitors, primary screen, biochemical, QFRET; Disintegrin and metalloproteinase domain-containing protein 17 (Homo sapiens), P78536; recombinant ADAM17, EDANS/DABCYL FRET peptide cleavage; inhibition, % at 6.95 µM; 0.83% of 370,000 active;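 active means inhibition above the mean of compounds lying between control limits plus 3 SD, set per campaign, cut at about 8.5% in these data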;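 further: 0% = DMSO-only wells as the low control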
Target sequence (P78536 215-824 limits assumed): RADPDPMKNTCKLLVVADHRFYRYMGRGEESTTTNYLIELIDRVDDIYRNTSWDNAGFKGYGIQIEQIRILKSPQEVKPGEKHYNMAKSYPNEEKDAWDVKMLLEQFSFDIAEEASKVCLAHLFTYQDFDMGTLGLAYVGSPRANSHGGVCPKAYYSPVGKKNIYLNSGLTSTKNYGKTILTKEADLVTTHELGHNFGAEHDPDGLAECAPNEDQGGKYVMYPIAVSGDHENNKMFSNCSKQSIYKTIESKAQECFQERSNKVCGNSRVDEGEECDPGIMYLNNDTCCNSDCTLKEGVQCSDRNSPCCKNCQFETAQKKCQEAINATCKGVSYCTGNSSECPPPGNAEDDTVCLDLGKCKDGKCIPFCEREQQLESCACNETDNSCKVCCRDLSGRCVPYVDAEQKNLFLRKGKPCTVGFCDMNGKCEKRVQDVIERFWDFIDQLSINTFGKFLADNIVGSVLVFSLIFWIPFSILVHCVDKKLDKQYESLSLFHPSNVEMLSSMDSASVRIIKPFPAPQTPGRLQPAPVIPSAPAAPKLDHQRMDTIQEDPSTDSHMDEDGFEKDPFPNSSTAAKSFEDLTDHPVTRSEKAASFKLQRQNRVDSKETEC
PLC-beta3 inh – human PLC-beta3 inhibitors, primary screen, biochemical, fluorescence; inhibition, % at 12.2 µM; Purified PLC-beta3, fluorogenic substrate; 0.18% of 370,000 active; AID 720704, 2013; 1-phosphatidylinositol 4,5-bisphosphate phosphodiesterase beta-3 (Homo sapiens), Q01970; in the data active means inhibition above about 11%;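 further: 0% = median of compound wells on plate and 100% = full blocker control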
SIAE primary – human SIAE inhibitors, primary screen, biochemical, fluorescence polarization, FP-Rh probe, 1536-well HTS. Sialate O-acetylesterase (Homo sapiens), Q9HAT2. SIAE FP-Rh probe binding. inhibition, % at 9.66 µM. 0.69% of 370,000 active. AID 1053197, 2014;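 active means inhibition above a cutoff: mean of compounds within the control limits plus 3 SD of those, cut at about 17% in these data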;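 further: 0% = plate median of compound wells and 100% = probe without SIAE protein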
PLCg1 inh – PLC-gamma1 enzyme inhibitors, primary screen, biochemical, fluorescence, purified enzyme | fluorogenic substrate | inhibition, % at 12.2 µM | 0.84% of 370,000 active; in the data active means inhibition above about 9.5%
DDE Tn7 FP inh – inhibitors of Tn7 peptide binding to fibrin DD(E), primary screen, biochemical, fluorescence polarization, human fibrin, Tn7 probe | Fibrinogen beta chain (Homo sapiens), P02675 | FP displacement of FITC-Tn7 peptide from fibrin DD(E); 0% = median of compound wells per plate | inhibition, % at 8.3 µM | 0.13% of 370,000 active;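 active means inhibition above the mean of compounds falling within the control limits plus 3 SD of them, cut at about 14% in these data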;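 further: 0% = plate median of compound wells and 100% = 10 µM Aha-Tn7 peptide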
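system = human fibrin DD(E) protein | quantity = DD(E) 2 µM final | medium = Tris/NaCl/CaCl2 buffer, pH 7.8 | also added = labelled Tn7 tracer, 0.1 µM | compound dosing = single point at 8.3 µM | timing = compound with protein 10 min, then 3 h after probe, room temperature | signal = FP measurement | benchmarks = Aha-Tn7 high control | repeats = one replicate per compound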
ASAP1 inh – inhibitors of human ASAP1 ArfGAP activity, primary screen, biochemical, fluorescence polarization; Arf-GAP with SH3 domain, ANK repeat and PH domain-containing protein 1 (Homo sapiens), …; 0.19% of 360,000 active; inhibition, % at 16.5 µM; ASAP1-stimulated ARF1 GTP hydrolysis, GDP FP detection; in the data active means inhibition above about 25%;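 further: 0% = vehicle with enzyme and substrate and 100% = no enzyme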
* marks the source's active call; other numbers are inactive results.

#1 CN1CCN(C(=O)C2=C[C@@H](C3CC3)C[C@@H](OCc3ccc(CO)cc3)O2)CC1
#2 Cc1ccc(S(=O)(=O)N2[C@@H](Cc3ccccc3)CO[C@H]2CC(=O)c2ccccc2)cc1
#3 CCCN(CC1CC1)C(=S)NC(=O)c1ccc(S(=O)(=O)N2CCOCC2)cc1
#4 COc1ccc2ccccc2c1C1CC(=O)N2CN(Cc3ccco3)CSC2=C1C#N (stereo not given)
#5 Cc1ccc(NC(=O)c2ccccc2NS(=O)(=O)c2ccc(Cl)s2)cc1
#6 O=C(NCC1CC1)c1onc(CSc2ccncc2)c1C(=O)NCC1CC1
#7 CCc1nn(CCCC(=O)N2CCN(c3cccc(C)c3C)CC2)c(=O)c2cc3occc3n12
#8 CCOc1ccc(CN2CCN(C(=O)c3cccc(F)c3)CC2)cc1
#9 Cc1oc(-c2cccc(C(F)(F)F)c2)nc1CN1CCN(c2ccccn2)CC1
#10 CCOC(=O)C1CCCN(C(=O)c2cn(CC(C)C)c(=O)c3cc(OC)c(OC)cc23)C1 (stereo not given)

Assay by compound,1,2,3,4,5,6,7,8,9,10
Tn6 DDE FP,2,8,-10,-5,9,0,-2,-5,1,-4
ADAM10 inh,17,2,18,-1,12,3,-1,-6,-4,-11
TDP2 inh,2,2,-5,-1,-1,2,7,10,-1,8
ARFGAP1 inhibitor,3,2,9,-7,-4,-2,4,10,10,12
ADAM17 inh,-1,4,2,-1,3,-1,-2,-5,0,-6
PLC-beta3 inh,3,3,5,-6,-9,3,-11,-1,1,0
SIAE primary,0,-4,0,-16,-10,-6,2,10,-1,2
PLCg1 inh,-1,4,4,-4,-7,2,-2,-2,-4,0
DDE Tn7 FP inh,3,-2,-1,6,2,0,0,0,-5,-2
ASAP1 inh,-3,-4,4,-8,7,6,3,4,1,-3

6 compounds already listed, sorted by the value under ADAM17 inh, descending:
#2 Cc1ccc(S(=O)(=O)N2[C@@H](Cc3ccccc3)CO[C@H]2CC(=O)c2ccccc2)cc1
#5 Cc1ccc(NC(=O)c2ccccc2NS(=O)(=O)c2ccc(Cl)s2)cc1
#3 CCCN(CC1CC1)C(=S)NC(=O)c1ccc(S(=O)(=O)N2CCOCC2)cc1
#7 CCc1nn(CCCC(=O)N2CCN(c3cccc(C)c3C)CC2)c(=O)c2cc3occc3n12
#8 CCOc1ccc(CN2CCN(C(=O)c3cccc(F)c3)CC2)cc1
#10 CCOC(=O)C1CCCN(C(=O)c2cn(CC(C)C)c(=O)c3cc(OC)c(OC)cc23)C1 (stereo not given)

Assay by compound,2,5,3,7,8,10
Tn6 DDE FP,8,9,-10,-2,-5,-4
ADAM10 inh,2,12,18,-1,-6,-11
TDP2 inh,2,-1,-5,7,10,8
ARFGAP1 inhibitor,2,-4,9,4,10,12
ADAM17 inh,4,3,2,-2,-5,-6
PLC-beta3 inh,3,-9,5,-11,-1,0
SIAE primary,-4,-10,0,2,10,2
PLCg1 inh,4,-7,4,-2,-2,0
DDE Tn7 FP inh,-2,2,-1,0,0,-2
ASAP1 inh,-4,7,4,3,4,-3

Further entries
#11 CNC(=O)c1[nH]cnc1C(=O)Nc1ccccn1
#12 Nn1c(SCC(=O)N2CCN(S(=O)(=O)c3ccccc3)CC2)nnc1-c1cccs1
#13 CCC(=O)Nc1ccc(NC(=O)c2ccccc2Cl)nc1
#14 CCOC(=O)C(CC)Sc1ncnc2c1nnn2-c1ccc(F)cc1 (stereo not given)
#15 CC(NC(=O)C1CCCCC1)C(c1cccs1)N1CCOCC1 (stereo not given)
#16 CCCCCCCNc1nc(Cl)nc(NCCO)n1
#17 O=C(Cn1[nH]c(=O)c2ccccc2c1=O)Nc1ccc2c(c1)CCC2
#18 Cc1ccccc1C1NC(c2ccccc2C)C(C)C(=O)C1C (stereo not given)
#19 CCOC(=O)CCc1c(C)c(C#N)c2nc3ccccc3n2c1-n1ccnc1C
#20 Cc1cc(C(=O)CSc2nc3ccccc3c(=O)[nH]2)c(C)n1CC1CCCO1 (stereo not given)

Assay by compound,11,12,13,14,15,16,17,18,19,20
Tn6 DDE FP,0,1,-2,0,-3,-4,-11,10,2,0
ADAM10 inh,1,4,7,-2,-12,5,3,2,-5,2
TDP2 inh,3,-3,12,-3,-6,2,18,-8,-10,-11
ARFGAP1 inhibitor,-17,-3,-2,-5,0,-1,20,-7,11,-7
ADAM17 inh,0,-3,-2,1,-5,-1,-2,-4,-3,0
PLC-beta3 inh,-2,-1,3,7,-1,4,0,-1,-37,-8
SIAE primary,-3,2,3,-4,-3,-3,0,1,3,3
PLCg1 inh,1,0,5,7,0,3,1,-2,-33,-3
DDE Tn7 FP inh,1,6,3,-1,2,-6,0,-2,3,-5
ASAP1 inh,-1,-9,-16,1,3,9,13,-8,-1,5

#21 O=C(CNS(=O)(=O)c1ccccc1)NCC(=O)OCc1ccc(Cl)cc1
#22 COc1ccc(S(=O)(=O)Nc2nc3c(s2)CCCC3)cc1
#23 O=C(O)c1cnn(-c2ccccc2)c1-c1ccccc1
#24 S=C(NN=Cc1ccc2c(c1)OCO2)NN=Cc1ccc2c(c1)OCO2
#25 O=C(CSc1nnc(Cc2cccs2)n1C1CCCCC1)N1CCCc2ccccc21
#26 Cc1ccc(CN(C)C(=O)C2CCC(=O)N(CC3CCCCC3)C2)o1 (stereo not given)
#27 Cc1cc(C)n(-c2nc3c(c(=O)[nH]c(=O)n3C)n2CC(C)C)n1
#28 N/C(Cc1ccccc1)=N\OC(=O)c1cccc2ccccc12
#29 O=c1cc(-c2ccc(O)cc2)oc2c(C3O[C@H](CO)[C@@H](O)[C@H](O)[C@H]3O)c(O)cc(O)c12 (stereo not given in full)
#30 CN1OC[C@@H]2CN[C@H](c3ccc(-c4cccc(F)c4)cc3)C[C@@H]21

Assay by compound,21,22,23,24,25,26,27,28,29,30
Tn6 DDE FP,-8,7,-7,0,4,6,10,14,-1,-3
ADAM10 inh,-9,-11,7,-19,2,-2,7,-10,0,-10
TDP2 inh,-2,1,1,-6,2,9,-9,1,9,-1
ARFGAP1 inhibitor,4,-1,-3,19,4,3,-12,5,-1,-8
ADAM17 inh,-5,-4,5,-6,-1,-2,-1,-7,-4,-6
PLC-beta3 inh,-7,-3,1,-27,4,-4,0,-3,-3,-4
SIAE primary,-2,4,13,3,5,5,-1,-1,8,2
PLCg1 inh,0,5,1,-20,0,1,0,-4,4,-1
DDE Tn7 FP inh,-2,-5,0,-5,3,-1,8,2,7,0
ASAP1 inh,4,-8,-12,21,-8,-18,2,2,-4,-4

#31 O=C1N[C@H](Cc2ccccc2)COC(=O)[C@@H](Cc2ccc(F)cc2)CC/C=C/C[C@H]1CC(=O)N(CCO)Cc1ccccc1
#32 C=CCN=C1S/C(=C/c2cccc([N+](=O)[O-])c2)C(=O)N1CC=C
#33 COc1ccc(S(=O)(=O)NCC2CCCN(Cc3cn(C)nc3C)C2)cc1 (stereo not given)
#34 Cc1ccc(C)c(CSC2=NCCN2S(=O)(=O)c2ccccc2)c1
#35 Nc1ccc(S(=O)(=O)NN=CC=Cc2ccccc2[N+](=O)[O-])cc1
#36 CSc1nc(N(C)C)c2ccccc2n1
#37 COC(=O)[C@H](Cc1ccccc1)NC(=O)NCc1cccs1
#38 COc1ccc(Nc2nc(N3CCN(C)CC3)nc3ccccc23)c(OC)c1
#39 CCOc1ccc(Oc2ccc(NS(=O)(=O)c3ccc(CCC(=O)O)cc3)cc2)cc1
#40 Cc1oc(-c2ccccc2F)nc1CSCC(=O)NC1CCC(C)CC1 (stereo not given)

Assay by compound,31,32,33,34,35,36,37,38,39,40
Tn6 DDE FP,0,3,2,-4,0,2,-4,5,1,8
ADAM10 inh,15,1,3,10,-55,1,5,1,-16,5
TDP2 inh,0,4,13,7,-6,-2,-12,4,-1,-14
ARFGAP1 inhibitor,8,2,3,-5,-4,-16,5,1,-2,1
ADAM17 inh,8,-1,-1,3,2,0,0,-2,-2,1
PLC-beta3 inh,2,-9,-5,-3,-1,-4,3,-24,-15,-6
SIAE primary,-9,1,8,-11,1,0,2,-1,1,-12
PLCg1 inh,0,-1,1,3,-1,1,2,-17,1,0
DDE Tn7 FP inh,-2,0,1,-4,-10,-1,3,-7,2,8
ASAP1 inh,18,2,-6,1,0,0,-1,8,16,-8

#41 Cc1ccccc1NC(=O)Nc1ccc2c(c1)CCC2
#42 CCN1C(=O)[C@@H]2[C@@H](c3ccc(-c4ccc(F)cc4)c(OC)c3)N3CCC[C@@]3(C(=O)OC)[C@@H]2C1=O
#43 COc1ccc(C(=O)NCC(c2ccccc2)c2ccccc2)cc1S(=O)(=O)N1CCOCC1
#44 CC1=C(C(=O)Nc2cccc(C(=O)NC(C)c3ccccc3)c2)SCCO1 (stereo not given)
#45 COc1cc(/C=N/Nc2ccc(S(N)(=O)=O)cc2)cc(OC)c1OC
#46 CCN(C(=O)COC(=O)CCOc1ccccc1C)c1c(N)n(Cc2ccccc2)c(=O)[nH]c1=O
#47 COC(=O)c1c(C)nc2ccccc2c1-c1ccccc1
#48 CC1(C)CC(=O)C=C(N2CCCC2)C1

Assay by compound,41,42,43,44,45,46,47,48
Tn6 DDE FP,6,-4,7,4,0,1,2,3
ADAM10 inh,-2,2,4,0,-1,-17,5,-2
TDP2 inh,-3,0,-17,2,-9,10,7,6
ARFGAP1 inhibitor,9,7,-6,-3,5,6,15,-2
ADAM17 inh,-4,0,4,0,-1,-2,0,-6
PLC-beta3 inh,-6,-1,4,2,-18,-5,2,5
SIAE primary,3,-3,-7,7,10,-1,1,7
PLCg1 inh,-1,0,4,4,-14,7,1,0
DDE Tn7 FP inh,4,-1,-2,2,0,-1,4,6
ASAP1 inh,0,12,-1,-5,-3,-2,2,-11
